From PubChem
NPY2 pot ag: human NPY-Y2 potentiation or agonism, primary screen | P49146 | cells expressing NPY-Y2, potentiator/agonist read-out | activation, % at 3.6 µM | actives 0.45% (n = 220,000) | AID 1359; in the data active = activation above about 27%;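 note: cells stimulated with NPY near EC25 plus isoproterenol at EC100; 0% = vehicle plus submaximal agonist and 100% = vehicle plus saturating agonist; some results beyond the cut were filed as inactive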
Hck Nef HTS: blocks Nef-activated human Hck kinase | Recombinant Hck-YEEI plus Nef, Z-Lyte FRET kinase assay | inhibition, % at 20 µM | actives 0.68% (n = 220,000) | AID 463187;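 active = Hck-Nef kinase inhibition above about 50%, limit read from the data; inactive = inhibition below that limit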;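 note: 0% = DMSO with Hck plus Nef and 100% = Hck alone without Nef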
NPY-Y1 PAM-ag: potentiators or agonists of human neuropeptide Y receptor Y1; P25929; NPY-Y1 expressing cells, potentiator/agonist activation; activation, % at 3.6 µM; actives 0.37% (n = 220,000); AID 1304; in the data active = activation above about 33%, passing the limit was not always enough;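 note: cells stimulated with NPY at EC10 then isoproterenol at EC100; 0% = low agonist plus stimulus and 100% = saturating agonist plus stimulus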
p97 ATPase inh: inhibitors of human p97 ATPase | P55072 | recombinant p97 ATPase, Kinase-Glo ATP luminescence, 3 h | inhibition, % at 8 µM | actives 0.42% (n = 220,000) | AID 1481; in the data active = inhibition above about 15%;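 note: 0% = DMSO vehicle and 100% = wells lacking enzyme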
Target sequence (P55072 whole entry, looked up): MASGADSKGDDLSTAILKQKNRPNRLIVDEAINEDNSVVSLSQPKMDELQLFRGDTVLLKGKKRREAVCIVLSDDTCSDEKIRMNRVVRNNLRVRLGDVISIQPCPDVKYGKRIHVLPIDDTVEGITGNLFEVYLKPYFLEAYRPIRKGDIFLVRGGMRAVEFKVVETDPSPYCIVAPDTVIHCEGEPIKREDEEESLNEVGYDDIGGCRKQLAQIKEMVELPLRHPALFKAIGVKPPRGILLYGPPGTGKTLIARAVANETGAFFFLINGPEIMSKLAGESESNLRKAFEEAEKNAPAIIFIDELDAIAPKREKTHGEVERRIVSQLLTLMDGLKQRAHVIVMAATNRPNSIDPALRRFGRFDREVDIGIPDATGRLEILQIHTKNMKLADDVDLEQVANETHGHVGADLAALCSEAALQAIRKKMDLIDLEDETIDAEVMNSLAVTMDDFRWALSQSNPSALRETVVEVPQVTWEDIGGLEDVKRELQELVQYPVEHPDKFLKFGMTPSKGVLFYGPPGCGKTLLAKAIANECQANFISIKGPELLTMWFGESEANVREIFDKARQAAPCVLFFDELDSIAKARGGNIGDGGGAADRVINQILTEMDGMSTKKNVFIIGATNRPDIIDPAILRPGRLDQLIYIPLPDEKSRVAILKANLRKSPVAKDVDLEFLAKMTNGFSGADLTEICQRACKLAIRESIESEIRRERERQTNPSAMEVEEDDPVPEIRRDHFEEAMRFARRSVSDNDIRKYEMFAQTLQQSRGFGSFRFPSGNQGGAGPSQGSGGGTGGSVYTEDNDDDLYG
NPY Y1 blocker: antagonists of human neuropeptide Y receptor Y1; HEK293-CNG Y1 cells, membrane potential fluorescence; NPY at EC95, then isoproterenol; inhibition, % at 3.6 µM; actives 1% (n = 200,000); AID 1040;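 active = inhibition above the campaign mean inhibition of all tested compounds plus 3 SD, cut at about 20% in these data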;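 note: 0% = DMSO wells given NPY plus isoproterenol and 100% = isoproterenol alone without NPY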
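Assay system: HEK293 cells with Y1 receptor plus CNG channel | Probe or stimulus: NPY (25 nM), isoproterenol (1 µM), Ro 20-1724 (25 µM) | Timing: Compound incubation 1 h at room temperature, readout 45 min post-stimulation | Measured by: Membrane-potential fluorescent dye readout | Benchmarks: High control isoproterenol alone, low control NPY with isoproterenol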
Runt-CBFb FRET: blocks binding of human RUNX1 Runt domain to CBFb | inhibition, % at 20 µM | AID 1496 | Cerulean-Runt/Venus-CBFb FRET ratio 530/480, 1 h | actives 0.46% (n = 220,000);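 active = inhibition over about 50% at 20 µM in the single-dose screen, limit read from the data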;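 note: 0% = DMSO wells and 100% = excess unlabeled CBFb competitor control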
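Buffer or medium: Tris pH 7.5 buffer with BSA. Assay system: Cerulean-labeled Runt domain protein. Amount: each fluorescent fusion protein 100 nM. Read-out basis: loss of energy transfer signal. Incubation: 1 h compound exposure, room temperature. Probe or stimulus: Venus-CBFb binding partner, 100 nM. Detection: FRET, excitation 422 nm, emission at 530 and 480 nm.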
MDM2 E3 inh: inhibitors of human Mdm2 E3 ubiquitin ligase; cell-based MDM2 ubiquitination luciferase reporter, 2 h; 0 = plate control, 100 = twice control, blank-subtracted; Q00987; signal enhancement, % at 5 µM; AID 1230; actives 0.11% (n = 210,000);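 active = signal enhancement of 30% or more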;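 note: luminescence tracks abundance of the self-degrading MDM2-luciferase fusion protein; higher signal means inhibition of MDM2 E3 ligase activity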
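Buffer or medium: Cells held in DMEM | Assay system: Stable mammalian line carrying autodegrading MDM2–luciferase fusion reporter | Quantity: 2000 cells/well | Times: 4 h settle plus 2 h compound, 37 °C | Doses: One concentration, 5 µM, with 0.2% DMSO | Technique: Luminescence with SteadyLite reagent, 15 min at room temperature | Benchmarks: Plate controls and plate blanks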
RBBP9 inhibitor: human RBBP9 hydrolase inhibition. O75884. recombinant RBBP9, FP-Rh probe fluorescence polarization. inhibition, % at 7.94 µM. actives 0.2% (n = 220,000). AID 1515;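 active = inhibition above the campaign mean of all tested compounds plus 3 SD, cut at about 14% in these data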;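 note: plate controls were DMSO wells with RBBP9 for no effect and wells lacking RBBP9 protein for full effect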
Target sequence (O75884 whole entry, looked up): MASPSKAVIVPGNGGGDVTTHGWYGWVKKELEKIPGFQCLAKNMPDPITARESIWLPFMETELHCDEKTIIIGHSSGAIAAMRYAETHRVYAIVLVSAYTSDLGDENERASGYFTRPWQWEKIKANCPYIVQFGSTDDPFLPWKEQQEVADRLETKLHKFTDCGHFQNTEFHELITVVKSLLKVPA
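Measured by – fluorescence polarization · Test system – RBBP9 protein · Input – 2.5 µM RBBP9 dispensing solution, before mixing · Measure – percent inhibition from mP, scaled between DMSO and no-protein wells · Benchmarks – DMSO-treated enzyme wells and wells lacking RBBP9 · Times – preincubation 30 min plus labeling 45 min at 25 °C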
Runt-SMMHC FRET: inhibitors of human RUNX1 Runt domain binding to CBFb-SMMHC | Q01196+Q13951 | inhibition, % at 20 µM | Cerulean-Runt/Venus-CBFb-SMMHC FRET ratio 530/480, 1 h | actives 0.74% (n = 220,000) | AID 1434;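 active = mean inhibition across duplicate retests at 20 µM reaching about 50%, limit read from the data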;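 note: 0% = DMSO wells and 100% = wells with excess untagged CBFb-SMMHC; inhibitors lower the FRET ratio by blocking Runt binding to CBFb-SMMHC; some results filed as inactive read as strong as hits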
Starred values were filed as active, the others as inactive; · = no result given.

SMILES	NPY2 pot ag	Hck Nef HTS	NPY-Y1 PAM-ag	p97 ATPase inh	NPY Y1 blocker	Runt-CBFb FRET	MDM2 E3 inh	RBBP9 inhibitor	Runt-SMMHC FRET
COc1ccc(Nc2nc(N)nc(CN3CCC(Cc4ccccc4)CC3)n2)cc1	14	4	-3	-4	9	0	-15	-9	3
CCN(CC)CCn1c(NCc2ccccn2)nc2ccccc21	-4	1	-28	2	7	1	-14	0	-3
COc1ccccc1OCCn1cc(C#N)c2ccccc21	-10	9	-20	-5	4	-1	-5	-12	4
CN(CCc1ccccn1)C(=O)CCc1nnc(CCCc2ccccc2)o1	-13	19	8	4	0	-1	5	-4	2
CN=C1S/C(=C/c2cn(CC(=O)OC)c3ccccc23)C(=O)N1C	-35	20	3	-3	·	0	-7	-10	-2
COc1ccc(NC(=O)c2ccc(COCC(F)(F)C(F)F)cc2)cc1OC	-2	1	-1	1	-2	-2	-10	-5	1
COCC1CCN(Cc2cn(Cc3ccccc3)nc2-c2cc3ccccc3o2)CC1	-13	29	-22	-10	9	2	-8	-5	0
Clc1ccc(-c2nnc(SCc3nc(-c4ccccc4)no3)o2)cc1	-2	3	-3	0	4	-1	0	-6	1
CCN(C(=O)COC(=O)/C=C/c1c(C)nn(-c2ccccc2)c1C)C1CCS(=O)(=O)C1 (configuration not stated)	-6	4	15	-5	·	1	·	-2	2
COc1ccccc1Nc1nnc(SCc2nnc(-c3cc(OC)c(OC)c(OC)c3)o2)s1	-3	2	-15	-5	-2	-4	6	-9	1
CNC(=S)N/N=C/c1cn(CCOc2ccccc2OC)c2ccccc12	-10	1	10	3	-1	4	-10	0	1
Cc1ccc(-c2nc(C#N)c(NCc3ccco3)o2)cc1	2	-1	5	3	1	1	-2	-4	-2
C=C(C)CC(NCCc1ccccc1)c1ccco1 (configuration not stated)	0	22	6	4	1	-1	-5	0	-2
S=C1NCCOCCOCCNC(=S)N2CCOCCOCCN1CCOCCOCC2	-4	0	-10	-1	1	0	3	-10	3
C#CCOC(=O)Nc1ccc(OCC(F)(F)F)nc1	-8	6	10	-1	·	0	-8	-1	1
CC(C)c1ccc(C(=O)Nc2ccc(N3CCOCC3)cc2)cc1	-3	-7	1	-4	0	-4	-14	-2	3
Cc1nn(-c2ccccc2)c(Cl)c1/C=N/O	-20	4	-4	1	0	-2	0	-4	2
O=C(CSc1nnc(-c2ccoc2)o1)N1CCOCC1	-7	2	-18	3	2	-2	-4	-3	-7
O=C1CC(C(=O)NC2CCCCC2)C(c2ccccc2)O1 (configuration not stated)	-3	0	0	-2	2	0	-11	-10	4
CC(=O)c1c(C)[nH]c(C(=O)COC(=O)C2CC2)c1C	-3	23	-6	0	3	0	-16	-6	-2
CS(=O)(=O)c1ccc2nc(NC(=O)CN3CCCCCC3)sc2c1	8	0	0	8	0	0	-4	-8	-31
Brc1ccc(NCc2nnc3n2CCCCC3)cc1	4	-3	-3	-3	-1	3	-11	-4	-5
CC(C)NC(=O)C1CCN(C2CCN(Cc3nc4ccccc4s3)CC2)CC1	-1	20	-10	1	7	0	-7	-10	3
CCCC(=O)NC(=S)Nc1cccc(Cl)c1N1CCCCC1	-10	0	-23	-8	2	0	-19	-9	0
Cc1ccc(-c2csc(C(C#N)=C3CCCC3)n2)cc1	7	2	6	6	5	-1	-4	-2	-7
O=C1C2C3C=CC(C3)C2C(=O)N1Nc1ccccc1 (configuration not stated)	-13	17	2	7	·	1	-6	7	-2
O=C(Nc1cccc(F)c1)C1CCN(C(=O)Cc2ccccc2)CC1	-5	-15	13	-2	-7	0	-19	-8	0
Cc1cc(C)c(NC(=O)Cn2nnc(C(=O)NCc3ccco3)c2N)c(C)c1	2	-28	0	2	3	-2	13	-2	-4
CCCCN(N=Nc1nonc1OC)c1nonc1OC	-12	0	-55	-1	17	1	-13	2	-1
O=c1c2ccccc2nc(N2CCN(c3ccccc3)CC2)n1Cc1ccccc1	-24	0	-31	-8	8	0	-9	-7	-84

An excerpt from above, showing only Runt-CBFb FRET and NPY2 pot ag:
| structure | Runt-CBFb FRET | NPY2 pot ag |
| --- | --- | --- |
| CC(C)NC(=O)C1CCN(C2CCN(Cc3nc4ccccc4s3)CC2)CC1 | 0 | -1 |
| O=C1C2C3C=CC(C3)C2C(=O)N1Nc1ccccc1 (configuration not stated) | 1 | -13 |
| CS(=O)(=O)c1ccc2nc(NC(=O)CN3CCCCCC3)sc2c1 | 0 | 8 |

Later entries:
SMILES	NPY2 pot ag	Hck Nef HTS	NPY-Y1 PAM-ag	p97 ATPase inh	NPY Y1 blocker	Runt-CBFb FRET	MDM2 E3 inh	RBBP9 inhibitor	Runt-SMMHC FRET
O=C(CCOc1ccccc1F)N1CCN(c2ccccc2O)CC1	10	-7	-1	1	2	-3	-19	-2	-2
Nc1nnc(SCc2nc3scc(-c4ccccc4)c3c(=O)[nH]2)s1	-8	24	9	5	·	-2	·	-4	-10
NC(=O)COC(=O)c1cccc(NS(=O)(=O)/C=C/c2ccccc2)c1	7	3	5	2	1	0	-6	-9	1
CC(C)(C)c1ccc(CNC(=O)c2ccc3c(c2)NC(=O)CO3)cc1	4	21	5	5	0	-6	-5	-6	0
COCC(C)n1c(COc2ccccc2F)nnc1SCc1c(C)noc1C (configuration not stated)	1	-14	12	3	-1	0	-13	-3	1
CC(=O)Nc1nc(C)c(S(N)(=O)=O)s1	-5	2	-1	5	-1	2	-11	-9	0
COc1cccc(/C(O)=C2/C(=O)C(=O)N(Cc3ccco3)C2c2ccncc2)c1 (configuration not stated)	-8	0	9	0	-1	6	-31	-6	5
Cc1sc(NC(=O)C2C3CCC(O3)C2C(=O)O)nc1-c1ccc(CC(C)C)cc1 (configuration not stated)	0	1	2	-4	3	2	-15	-1	2
CCN(CC)S(=O)(=O)c1cccc(C(=O)NCCCn2ccnc2)c1	-6	17	6	2	·	0	-43	-7	-1
Cc1cccc(Nc2ccc(NCc3ccccc3)nn2)c1	9	14	12	2	-2	·	-3	6	1
Cn1c(=O)[nH]c(=O)c2c1nc(Br)n2C/C=N/Nc1ccccc1	-6	20	6	9	-1	-2	-36	5	-8
Cc1cc(-c2ccc(Cl)cc2)n2ncnc2n1	15	8	-6	6	·	1	-3	-6	-4
O=C(c1c(Cl)cccc1Cl)N1CCCCCC1	16	0	11	4	1	0	-26	0	-1
O=C1c2ccccc2C(=O)N1CCCCSc1nnc2c(Cl)cc(Cl)cn12	-14	6	-17	1	1	2	-17	-3	5
N/C(CC(=O)Nc1ccc(F)cc1)=N\O	2	3	-8	2	1	1	-8	-5	-6
CN1CCN(C(=O)C2=C[C@@H](c3ccc(C(F)(F)F)cc3)C[C@@H](OCCCCO)O2)CC1	-7	-10	-11	1	1	-2	·	-6	0
COc1ccc(C(=O)NCC(=O)O)cc1	-8	2	-9	2	-3	0	-5	-1	1
COc1ccc2c(c1)CCc1c-2n[nH]c1C(=O)O	40*	-2	32	2	-5	-2	-8	3	-2
COc1ccc(-n2cc(CNCC3CC(=O)N(C4CC4)C3)c(-c3ccccc3Cl)n2)cc1 (configuration not stated)	-4	21	3	1	7	3	1	-8	1
COc1ccc2c(c1)CCC(C)N2S(=O)(=O)c1ccc(C2CNC(=O)C2)cc1 (configuration not stated)	12	1	0	2	-2	-3	-9	1	1
CCCNC(=O)c1[nH]c(C)c(C(C)=O)c1C	15	2	11	5	-2	2	-11	5	3
O=C(CCCOc1ccccc1)N1CCc2ccccc2C1	0	1	-12	-2	19	0	-17	-6	-1
Cc1ccc(C)c(N2CCN(C(=O)c3cc(S(=O)(=O)N4CCOCC4)ccc3F)CC2)c1	19	4	11	6	-4	-6	0	-7	-11
CC(=O)N1CCCc2cc(S(=O)(=O)N(C)Cc3ccccc3)ccc21	-12	0	-5	-5	0	0	2	2	-3
COc1ccc2[nH]c(C(=O)Nc3ccc(F)cc3Br)cc2c1	0	7	-3	5	·	-1	-8	-1	-3
O=S(=O)(Nc1nc2ccccc2nc1Nc1cccc(S(=O)(=O)N2CCCCC2)c1)c1ccccc1	38*	27	33	-1	-5	-10	-2	-3	2
CC(C)C(=O)Nc1nnc(CSCc2ccccc2F)s1	5	0	18	0	2	-2	-6	1	2
COc1ccc(/C=C/C2=NNC(=O)CC2)cc1	5	27	6	2	-1	0	-7	4	-5
CCOC(=O)c1ccccc1N/C=C1\CCCC1=O	3	0	-1	-4	2	-2	-10	-6	-3
Cc1cc2c(=O)n(Cc3ccco3)c(SCC(=O)NCc3ccco3)nc2s1	1	0	2	1	0	16	-8	-11	9
Cc1nn(C)c(Cl)c1/C=N/OC(=O)c1ccc(F)cc1	0	-1	-18	1	2	1	-10	-8	2
CC(C)CNC(=S)N1CCC(C(=O)c2ccc3c(c2)OCCO3)CC1	-2	16	-8	1	-1	0	7	-4	-1
CCCNc1sc(S(=O)(=O)CCC)nc1S(=O)(=O)c1ccc(C)cc1	-10	18	-1	1	1	0	-4	-12	2
CC(=O)N1N=C(c2cccc(Cl)c2)OC1c1ccc(C(C)C)cc1 (configuration not stated)	18	-3	17	3	6	0	-12	4	2
O=C(/C=C/c1ccccc1Cl)Nc1ccc(-c2nnc3n2CCCCC3)cc1	1	2	-15	-1	-3	-13	-9	-8	-9
Cc1ccc(NC(=S)NNC(=S)Nc2cccc(C(F)(F)F)c2)cc1	37	8	44	5	·	22	-10	-3	6
COc1ccccc1NS(=O)(=O)c1cccc(NC(=O)NCCCl)c1	22	4	-2	8	·	0	-8	1	-3
COc1ccc(CCNc2c(N)n(Cc3ccccc3)c(=O)[nH]c2=O)cc1OC	12	3	-8	7	-2	2	-10	-4	4
O=C1OC(Nc2ccc3c(c2)OCO3)c2ccccc21 (configuration not stated)	9	1	30	1	-3	24	-10	-2	17
CC(C)(C)CC(=O)NCCc1csc(-c2ccccc2)n1	-23	20	2	-4	·	2	-3	-6	0
